MC4R antag cAMP = blocks human MC4R cAMP signaling | 360,000 compounds, 0.48% hits | P32245 | inhibition, % at 6.5 µM | AID 540295 | MC4R-expressing cells, MTII-stimulated cAMP, LANCE TR-FRET;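 active means inhibition above its plate's cutoff, the mean of tested wells on that plate plus 3 SD, cut at about 29% in these data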;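 further: 0% = Melanotan II alone and 100% = Melanotan II plus saturating MCL0020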
Target sequence (P32245 whole entry, looked up): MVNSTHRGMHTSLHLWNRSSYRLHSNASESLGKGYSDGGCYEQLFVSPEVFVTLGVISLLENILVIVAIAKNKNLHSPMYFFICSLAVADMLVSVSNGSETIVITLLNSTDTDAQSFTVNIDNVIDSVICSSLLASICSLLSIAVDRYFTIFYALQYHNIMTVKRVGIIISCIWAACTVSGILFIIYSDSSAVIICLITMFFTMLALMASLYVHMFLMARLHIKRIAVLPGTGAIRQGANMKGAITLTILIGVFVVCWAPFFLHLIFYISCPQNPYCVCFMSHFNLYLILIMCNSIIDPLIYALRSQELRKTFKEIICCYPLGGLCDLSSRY
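System – human MC4R-expressing U2OS cells · Also added – Melanotan II · Dosing – one concentration, 6.5 µM nominal · Timing – 30-min compound, 1-h challenge, 1-h detection, room temperature · Measured by – Eu-cAMP/anti-cAMP TR-FRET, emission 671 nm · Replicates – singlicate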
m5-HT2A agonist = activates the mouse 5-HT2A serotonin receptor | P35363 | CHO-K1 mHTR2A beta-arrestin complementation, luminescence; percent of 30 µM serotonin response | activation, % at 7.6 µM | 360,000 compounds, 0.66% hits | AID 624169;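 active means activation above a run cutoff, the mean activation of all tested compounds plus 3 SD, cut at about 14% in these data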;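 further: 0% = plate median of compound wells and 100% = 30 µM serotonin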
Target sequence (P35363 whole entry, looked up): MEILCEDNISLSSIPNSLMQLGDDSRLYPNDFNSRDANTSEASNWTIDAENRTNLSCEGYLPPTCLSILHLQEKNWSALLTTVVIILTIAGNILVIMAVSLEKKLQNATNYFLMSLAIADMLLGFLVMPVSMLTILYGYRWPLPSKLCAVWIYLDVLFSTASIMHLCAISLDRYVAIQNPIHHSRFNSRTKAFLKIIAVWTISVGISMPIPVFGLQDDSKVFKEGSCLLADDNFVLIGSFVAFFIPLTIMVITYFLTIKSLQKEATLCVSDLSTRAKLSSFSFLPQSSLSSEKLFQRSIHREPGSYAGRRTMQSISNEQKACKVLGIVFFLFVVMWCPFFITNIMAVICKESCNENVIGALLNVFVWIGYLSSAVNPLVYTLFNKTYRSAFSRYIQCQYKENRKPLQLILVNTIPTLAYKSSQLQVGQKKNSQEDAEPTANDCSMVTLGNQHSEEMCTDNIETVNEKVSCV
Granule exo inh = lytic granule exocytosis inhibition; inhibition, % at 10 µM; AID 651702; 360,000 compounds, 0.66% hits; TALL-104 LAMP-1 surface exposure, flow cytometry; cells stimulated with thapsigargin and PMA;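 active means inhibition above about 55%, limit read from the data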
H9c2 protect = protects H9c2 cardiomyocytes from peroxide injury | H2O2 injury protection, ATPLite, 2 h | protection from H2O2 cell death, % at 20 µM | 360,000 compounds, 0.63% hits | AID 588492;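 active means compounds giving at least 50% protection of heart cells from peroxide-induced death in the single-dose screen, raw or plate-pattern-corrected value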;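 further: 0% = DMSO wells with peroxide and 100% = DMSO wells without peroxide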
iPSC survival up = enhancers of human iPSC single-cell survival; 360,000 compounds, 0.044% hits; hiPSC single-cell survival, ATPlite luminescence; 100% = ROCK inhibitor wells, 0% = DMSO; survival enhancement, % at 20 µM; AID 602274; in the data active means survival enhancement above about 18%;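 further: cells exposed to compounds for 16 hours before the ATP read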
MC4R ag barr = agonists of human melanocortin 4 receptor (MC4R) beta-arrestin; activation, % at 8.9 µM; U2OS MC4R beta-arrestin complementation, luminescence; percent of melanotan II response, DMSO zero; 360,000 compounds, 0.98% hits; P32245;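 active means activation above a per-plate cutoff, the mean activation of sample wells on that plate plus 3 SD, cut at about 8% in these data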
ABCB6 inh MLPCN = human ABCB6 transporter inhibition; 360,000 compounds, 0.19% hits; fluorescence ratio to DMSO, % at 10 µM; K562-ABCB6 porphyrin accumulation, flow cytometry, 1 h; active compounds read low; Q9NP58;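 active means fluorescence ratio to DMSO below 75%, the collection mean minus 3 SD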;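 further: signal is porphyrin accumulated inside mitochondria; 100% equals median channel fluorescence of DMSO control wells; lower ratio means ABCB6 inhibition with less porphyrin fluorescence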
Glyco luc inh = blocks N-linked glycosylation in D54 reporter cells | D54 ERlucT glycosylation luciferase reporter, 24 h; percent of 100 nM tunicamycin response | 360,000 compounds, 0.23% hits | reporter increase, % at 12.5 µM;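 active means mean luciferase reporter signal, scaled so untreated is 0 and the glycosylation-blocking control 100, at or above a set limit in every replicate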;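 further: luciferase carries N-glycosylation sites so blocking glycosylation raises the light; 0% = median of neutral control wells and 100% = median of 100 nM tunicamycin wells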
aDG glyco up = alpha-DG glycosylation activation; Pro5-aDG cells, alpha-DG glycosylation AlphaScreen (IIH6); 0% Pro5, 100% B10-LARGE cell signal; activation, % at 10 µM; 360,000 compounds, 0.22% hits;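 active means activation of at least 8% versus controls, or a plate z-score of at least 8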;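 further: Pro5 are CHO cells carrying HIG-tagged alpha-DG that lacks glycosylation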
ABHD5-PLIN5 inh = blocks binding of human ABHD5 to perilipin-5; 360,000 compounds, 0.78% hits; Q00G26+Q8WTS1; inhibition, % at 4 µM; Split G. princeps luciferase complementation, luminescence, 4 h; AID 602281;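 active means inhibition above the mean inhibition across every tested compound plus 3 SD, cut at about 22% in these data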;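 further: 0% = DMSO only wells and the 100% control is not disclosed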
Numbers without * were called inactive.

Values run as follows: MC4R antag cAMP, m5-HT2A agonist, Granule exo inh, H9c2 protect, iPSC survival up, MC4R ag barr, ABCB6 inh MLPCN, Glyco luc inh, aDG glyco up, ABHD5-PLIN5 inh
- CNC(=O)COC(=O)c1ccccc1C(=O)c1ccc(Cl)c([N+](=O)[O-])c1
  26, -4, 0, -23, 17, -1.6, 102, 18, -0.1, 2
- CCOc1ccccc1NC(=O)CSc1nnc(CNC(=O)c2cc(OC)c(OC)c(OC)c2)o1
  1, -1, -9, 0, 2.1, 1.4, 105, 2, 0.0, -1
- O=C(NCc1ccc(F)cc1)c1cccc(NC2=NC3CS(=O)(=O)CC3S2)c1 (stereo not drawn)
  2, -1, 3, -2, -0.7, 0.0, 92, 1, 0.0, 6
- C#CCOCCOCCOCCNc1nc(N2CCOCC2)nc(N2CCN(C(=O)[C@H](CCCCN)n3cc([C@@H](N)C(C)CC)nn3)CC2)n1 (stereo partly drawn)
  -2, -6, -4, 8, -1.4, -2.8, 104, 2, -0.2, -1
- Cc1ccc(Cn2c(=N)c(C(=O)NCc3ccco3)cc3c(=O)n4ccccc4nc32)cc1
  8, 4, 28, -13, -2.0, 0.4, 100, -1, 2.6, 18
- O=C(NCCN1CCOCC1)c1cc(Cl)ccc1Cl
  6, 2, 2, -5, -0.1, -2.0, 122, 2, 0.1, 4
- CC1(C)C(=O)Nc2ccccc2N1C(=O)COC(=O)c1cccc(O)c1
  1, -4, -1, 5, -0.6, -2.0, 95, 2, -0.3, -2
- CCN(CC)CCNC(=O)c1ccc(NC(=O)c2cc(S(=O)(=O)N3CCCCC3)ccc2C)cc1
  12, -9, 3, 0, -0.5, -2.0, 99, -3, 0.2, 1
- CC(C)CN1C(=O)C(=O)N(CC(=O)N2c3ccccc3NC(=O)CC2C)C1=O (stereo not drawn)
  12, 1, 1, 14, -0.5, 1.4, 104, 1, 0.0, 3
- COc1cnc(-c2ccccn2)nc1Sc1ccccc1
  12, -1, 1, -13, 3.9, 0.1, 96, 4, 6.0, 5
- COc1ccc2cc3cc(C(=O)N4CC(C)CC(C)C4)oc3nc2c1 (stereo not drawn)
  2, 0, 6, 12, 0.7, -2.8, 97, 2, 0.4, 8
- Cc1onc(-c2c(Cl)cccc2Cl)c1-c1nnc(-c2ccc(Cl)cc2)o1
  13, 7, 26, 3, -0.4, -0.2, 95, -12, 0.3, -4
- CCOC(=O)c1c(SCC(=O)Nc2nccs2)nc(C)c(C)c1C
  6, 1, 2, -5, -0.3, -1.2, 103, 0, 0.1, 3
- COc1ccc(NC(=O)c2cc3c(=O)n4ccccc4nc3n2C)c(OC)c1
  -2, 1, -5, 12, 0.2, -0.7, 99, -2, 0.2, 1
- CCO[C@H]1OC(C(=O)N2CCN(Cc3ccccc3)CC2)=C[C@@H](c2ccccc2)[C@@H]1CCCO
  6, 2, 0, 6, -2.7, -0.5, 100, 0, 0.5, 0
- Cc1ccc(S(=O)(=O)N2CCCCC2)cc1NC(=O)COC(=O)c1ccc(=O)[nH]c1
  16, 3, 3, 4, -0.1, -2.2, 90, 1, 0.9, -8
- CCO/C=C1/C(=O)N(Cc2ccccc2)C(=O)c2ccccc21
  0, 0, 3, 0, 2.1, -2.9, 94, 2, -0.1, 3
- O=C(CN(C(=O)CNS(=O)(=O)c1ccc(F)cc1)c1cccc(F)c1)NCC1CCCO1 (stereo not drawn)
  6, 1, 2, 7, 0.4, -0.3, 98, -2, -0.1, 2
- Cc1ccc(C)c(NC(=S)NNC(=O)c2csc(C(C)C)c2)c1
  1, -5, -2, -8, -2.0, -1.6, 90, 0, 0.6, -5
- O=C(NCCc1ccccc1C(F)(F)F)c1cc(COc2ccccc2)on1
  18, 2, 1, -8, 1.0, 2.5, 100, -2, 0.0, -8

The last two compounds of the part above come first, to join the parts.
Values run as follows: MC4R antag cAMP, m5-HT2A agonist, Granule exo inh, H9c2 protect, iPSC survival up, MC4R ag barr, ABCB6 inh MLPCN, Glyco luc inh, aDG glyco up, ABHD5-PLIN5 inh
- Cc1ccc(C)c(NC(=S)NNC(=O)c2csc(C(C)C)c2)c1
  1, -5, -2, -8, -2.0, -1.6, 90, 0, 0.6, -5
- O=C(NCCc1ccccc1C(F)(F)F)c1cc(COc2ccccc2)on1
  18, 2, 1, -8, 1.0, 2.5, 100, -2, 0.0, -8
- CCOC(=O)c1ccc(NC(=O)c2nc[nH]c2C(=O)N[C@@H](C)C(=O)OC(C)(C)C)cc1
  13, -3, -4, 44, -3.1, -0.1, 100, -2, 0.8, -5
- CC(C)NC(=O)c1cc(C2CCCCN2C(=O)c2ccc(Cl)cc2)on1 (stereo not drawn)
  6, -3, -6, -1, -1.6, 0.2, 92, 4, -0.2, 0
- COc1cc2c(cc1OC)C(c1ccc(C(F)(F)F)cc1)CC(=O)N2 (stereo not drawn)
  3, -3, 1, 3, -0.7, -2.5, 101, -1, 0.0, 2
- Cc1cc(/C=N/NC(=O)Cn2c3ccccc3c(=O)c3ccccc32)c(C)n1-c1ccc(Cl)cc1
  -13, 0, -2, -7, 1.3, -1.7, 102, 0, 0.8, 4
- O=c1c2ccccc2c(C=Nc2cccc(S(=O)(=O)NC3=NCCCCC3)c2)c(O)n1Cc1ccccc1
  9, -1, -2, 1, 0.2, -0.3, 91, -5, -0.4, 2
- CCN1CCN(S(=O)(=O)c2ccc(OC)c3ccccc23)CC1
  -4, -6, -1, -2, -0.1, -1.0, 99, 0, 1.4, -1
- CC(C)(C)c1cc2cccnc2n1Cc1ccccc1
  0, -4, 0, -9, -2.1, 0.4, 95, -3, 2.3, -2
- Cc1cc(NC(=O)CSc2nc(=O)cc(N)n2-c2ccc(F)cc2)no1
  2, -7, -1, 3, -0.5, -2.6, 90, 2, -0.1, -2
- O=C1CCC(=O)N1c1ccc(CSc2nnnn2C2CCCCC2)cc1
  -5, -1, 3, 10, -1.3, 0.2, 104, 6, 0.0, 2
- O=C(Nc1ccc(NC(=O)c2cc([N+](=O)[O-])ccc2N2CCOCC2)cc1)c1cccs1
  3, -6, -1, 12, 0.5, -1.5, 97, -3, -0.1, 5
- Cc1ccc(NC(=O)OCCN2CCN(Cc3ccccc3)CCC2=O)cc1
  8, 4, -2, -2, -4.2, 1.4, 101, 1, 0.1, -3
- C=CCn1c(C)c(C(C)=O)c(N2CCCC2)nc1=S
  3, 0, 2, 0, 4.2, 1.7, 88, 1, 0.6, 0
- O=C(Cc1ccccc1F)Nc1cccc2cccnc12
  0, -4, -1, -1, 0.9, -1.3, 95, -2, -0.2, 0
- O=C(c1cc(-c2cccnc2)nc2ccc(Cl)cc12)N1CCN(S(=O)(=O)c2cccs2)CC1
  -2, -1, 9, 26, -0.2, -1.1, 102, -3, -0.4, 4
- CCCCCNC(=O)c1cn(CC)c2cc(N3CCN(C)CC3)c(F)cc2c1=O
  13, 1, 30, 8, -0.7, -2.1, 96, 0, 0.2, 9
- O=C(c1ccccc1)c1ccc2nc(-c3ccco3)c(-c3ccco3)nc2c1
  13, -1, 14, -19, -0.3, -1.0, 96, 1, -0.2, 29*
- COC(=O)c1sccc1S(=O)(=O)Nc1ccc(S(N)(=O)=O)cc1
  4, 4, -1, -4, -0.6, 0.7, 102, 3, -0.1, 7
- Cc1ccccc1N1CCN(CCCOc2ccc3c(C)cc(=O)oc3c2)CC1
  2, 10, -1, 0, -1.3, 0.1, 100, -3, 0.7, -1
- COc1ccc(-c2noc(N3CCC(C(=O)N(C)c4ccccc4)CC3)n2)cc1
  6, -3, -2, -12, 1.3, -1.2, 99, -6, 2.0, -7
- O=C(NC1C/C=C\C(c2ccccc2)N(c2ccccc2)C(=O)C1)OCC1c2ccccc2-c2ccccc21 (stereo not drawn)
  3, 9, 4, -2, 0.9, -0.8, 97, 0, 0.1, 2
- CCn1c(=O)c(C(=O)NCCNCCO)c(O)c2ccccc21
  -5, -3, -4, 17, 3.1, -0.5, 95, 1, -0.4, -6
- Cn1nc(-c2ccccc2)c(C(O)c2ccc(Cl)cc2)c1Cl (stereo not drawn)
  7, -2, 1, -3, -0.7, -1.0, 100, 3, 0.1, -1
- Cc1nnc(NC(=O)C2CCN(S(=O)(=O)c3ccc(F)c(Cl)c3)CC2)o1
  23, -3, 20, -1, 0.3, 0.2, 98, 3, -0.3, -8
- O=C(CSc1nnc(-c2ccccc2O)n1Cc1ccccc1)NNC(=O)c1ccccc1O
  2, -1, 4, 43, -0.9, 0.0, 98, 0, 0.2, 3
- O=C(CC1N=C(Cc2ccccc2)NNC1=O)N/N=C/c1ccc([N+](=O)[O-])cc1 (stereo not drawn)
  4, 7, -2, -8, 0.0, -2.4, 95, 1, 0.2, 4
- Cc1ccc(NS(=O)(=O)c2ccc3[nH]c(=O)sc3c2)cc1
  14, -5, 4, -9, 1.3, 2.0, 88, -1, -0.2, -3
- CCOC(=O)c1c(NC(=O)COc2ccccc2OCC)sc2c1CC(C)(C)NC2(C)C
  6, -3, 68*, -11, -0.5, 0.2, 98, -2, -0.7, 5
- CCSc1nc2sc3c(c2c(=O)n1-c1ccccc1C)CCN(C)C3
  -3, 6, 2, -2, -0.6, 0.0, 100, 1, 0.1, 1

Grouped by structure: the entries above with two or more sulfur atoms
Values run as follows: MC4R antag cAMP, m5-HT2A agonist, Granule exo inh, H9c2 protect, iPSC survival up, MC4R ag barr, ABCB6 inh MLPCN, Glyco luc inh, aDG glyco up, ABHD5-PLIN5 inh
- O=C(NCc1ccc(F)cc1)c1cccc(NC2=NC3CS(=O)(=O)CC3S2)c1 (stereo not drawn)
  2, -1, 3, -2, -0.7, 0.0, 92, 1, 0.0, 6
- CCOC(=O)c1c(SCC(=O)Nc2nccs2)nc(C)c(C)c1C
  6, 1, 2, -5, -0.3, -1.2, 103, 0, 0.1, 3
- Cc1ccc(C)c(NC(=S)NNC(=O)c2csc(C(C)C)c2)c1
  1, -5, -2, -8, -2.0, -1.6, 90, 0, 0.6, -5
- O=C(c1cc(-c2cccnc2)nc2ccc(Cl)cc12)N1CCN(S(=O)(=O)c2cccs2)CC1
  -2, -1, 9, 26, -0.2, -1.1, 102, -3, -0.4, 4
- COC(=O)c1sccc1S(=O)(=O)Nc1ccc(S(N)(=O)=O)cc1
  4, 4, -1, -4, -0.6, 0.7, 102, 3, -0.1, 7
- Cc1ccc(NS(=O)(=O)c2ccc3[nH]c(=O)sc3c2)cc1
  14, -5, 4, -9, 1.3, 2.0, 88, -1, -0.2, -3
- CCSc1nc2sc3c(c2c(=O)n1-c1ccccc1C)CCN(C)C3
  -3, 6, 2, -2, -0.6, 0.0, 100, 1, 0.1, 1

Bioassay records deposited in PubChem BioAssay by several laboratories.
